# Screens (PubChem)
# Rpn11 inh: inhibitors of human proteasome Rpn11 | AID 588493 | 0.59% of 360,000 active | calls only at 20 µM | O00487 | human 26S proteasome, Ub4-pepOG fluorescence polarization; 20S core pre-blocked with epoxomicin;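 active = inhibition at 20 µM, scaled to each plate's controls, above about 33%, limit read from the data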
# MsrA inhibitor: bovine MsrA inhibition; purified bovine MsrA, absorbance read-out; inhibition, % at 15.5 µM; 0.75% of 360,000 active; AID 651718; in the data active = inhibition above about 4.5%;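 note: 0% = vehicle wells with enzyme and 100% = reference inhibitor wells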
# E coli Lon inh: inhibits E. coli Lon protease. inhibition, % at 7.94 µM. 0.42% of 360,000 active. purified E. coli Lon protease, fluorescence polarization. P0A9M0; in the data active = inhibition above about 13%, passing the limit was not always enough;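 note: 0% = enzyme with probe and DMSO and 100% = no enzyme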
# Rin1-Abl PPI inh: blocks binding of human Rin1 to Abl; P00519+Q13671; TR-FRET Rin1/Abl binding, biochemical; inhibition, % at 7.35 µM; 0.4% of 360,000 active; AID 588664; in the data active = inhibition above about 5%, passing the limit was not always enough
# FAS TE block: FAS thioesterase (human) inhibition; P49327; recombinant FAS-TE, OMFH fluorogenic substrate, fluorescence endpoint; inhibition, % at 15 µM; 0.67% of 360,000 active; AID 602261;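 active = compounds whose normalised, plate-corrected inhibition of enzyme fluorescence in the single-dose primary screen is 50% or more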;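 note: 0% = DMSO with enzyme and 100% = substrate without enzyme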
# bovine MsrA act: activators of bovine methionine sulfoxide reductase A; activation, % at 10.6 µM; 0.3% of 360,000 active; purified bovine MsrA, absorbance read-out; in the data active = activation above about 7.5%;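 note: 0% = vehicle and 100% = reference activator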
# CSN inh: inhibitors of human CSN-mediated cullin deneddylation. Q92905. inhibition, % at 12.5 µM. 0.38% of 360,000 active. AID 651999. Purified CSN, SCF-Nedd8-OG deneddylation, fluorescence polarization;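 active = pattern-corrected inhibition above about 35%, with an unprinted fluorescence ratio check between 0.5 and 1.5, limit read from the data, passing the limit was not always enough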;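 note: 0% = enzyme with substrate and 100% = substrate without enzyme; some results filed as inactive read as strong as hits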
# Target sequence (Q92905 whole entry, looked up, one chain of several): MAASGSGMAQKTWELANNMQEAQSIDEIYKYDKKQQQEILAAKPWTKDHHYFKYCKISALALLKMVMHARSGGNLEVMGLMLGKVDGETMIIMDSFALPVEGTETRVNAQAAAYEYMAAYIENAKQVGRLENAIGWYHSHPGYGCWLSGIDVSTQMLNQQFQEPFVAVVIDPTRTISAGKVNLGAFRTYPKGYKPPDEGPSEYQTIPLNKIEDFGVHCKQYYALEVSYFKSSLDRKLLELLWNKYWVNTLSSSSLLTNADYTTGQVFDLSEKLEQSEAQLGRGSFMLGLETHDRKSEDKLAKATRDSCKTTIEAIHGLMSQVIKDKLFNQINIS
#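 Assay system: purified human Csn5 enzyme expressed in HEK293T cells; measure: % inhibition; also added: SCFSkp2-Nedd8OG substrate at 10 nM final; technique: fluorescence polarization; times: reaction 90 min, room temperature; medium: Tris buffer pH 7.5, NaCl, DTT, Tween-20, trehalose, ovalbumin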
# MT1-MMP act inh: MT1-MMP (human) activation inhibition; P50281; HT1080 RFP-PRO-GFP cells, GFP/RFP ratio fluorescence, overnight; percent of plate control window, DMSO zero; GFP/RFP ratio change, % at 20 µM; 0.061% of 360,000 active; AID 651647;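 active = GFP/RFP ratio change of at least 30% with cell ATP level not reduced by more than half and red fluorescence within 50% of control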; note: strong numbers were not always called active
#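 Assay system – RFP-PRO-GFP reporter HT1080 cells · Compound dosing – single dose of 20 µM compound, 1% DMSO final · Incubation – overnight compound exposure at 37 °C · Measure – GFP/RFP fluorescence ratio · Benchmarks – DMSO wells and RFP-L50D-GFP cells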
# PABP1 MLLE inh: inhibitors of microRNA-mediated deadenylation, human PABP1 MLLE binding; P11940; GST-MLLE / FITC-PAM2 fluorescence polarization; inhibition, % at 20 µM; 0.36% of 360,000 active; AID 588489; in the data active = inhibition above about 35%, passing the limit was not always enough;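 note: plate controls were DMSO wells with GST-MLLE for no effect and wells lacking GST-MLLE protein for full effect; some results filed as inactive read as strong as hits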
# Target sequence (P11940 whole entry, looked up): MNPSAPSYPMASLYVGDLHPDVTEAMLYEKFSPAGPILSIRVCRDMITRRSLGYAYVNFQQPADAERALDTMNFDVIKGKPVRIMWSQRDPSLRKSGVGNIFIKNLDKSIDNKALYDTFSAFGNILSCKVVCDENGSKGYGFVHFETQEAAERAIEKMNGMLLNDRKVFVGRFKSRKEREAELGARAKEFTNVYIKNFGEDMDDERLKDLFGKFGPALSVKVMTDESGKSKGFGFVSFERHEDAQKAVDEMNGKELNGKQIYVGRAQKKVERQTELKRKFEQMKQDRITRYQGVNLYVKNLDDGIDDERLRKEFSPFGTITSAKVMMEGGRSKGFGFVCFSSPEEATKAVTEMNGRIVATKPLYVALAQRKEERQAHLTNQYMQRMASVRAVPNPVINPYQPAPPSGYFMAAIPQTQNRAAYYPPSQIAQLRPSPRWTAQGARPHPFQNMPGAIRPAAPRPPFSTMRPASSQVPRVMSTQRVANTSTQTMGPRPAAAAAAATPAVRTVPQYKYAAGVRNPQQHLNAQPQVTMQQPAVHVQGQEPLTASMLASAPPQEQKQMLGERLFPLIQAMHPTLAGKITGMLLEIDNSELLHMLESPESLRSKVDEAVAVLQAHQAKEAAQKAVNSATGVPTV
# Active calls of the source: *; i = inactive. Outcome played no part in choosing rows; about 3.7% have a hit in one of these screens.
SMILES,Rpn11 inh,MsrA inhibitor,E coli Lon inh,Rin1-Abl PPI inh,FAS TE block,bovine MsrA act,CSN inh,MT1-MMP act inh,PABP1 MLLE inh
COc1ccc(CCN(C)C(=O)C2CCN(Cc3cccc(OC)c3OC)CC2)cc1OC,i,-0.6,4,-2,-3,-3,-16,6,13
Cc1cc(Cl)ccc1C1=CC(=O)C[C@H](c2ccc(F)cc2)C1,i,-0.1,-3,2,27,-1,-2,2,-9
O=S(=O)(NCc1ccco1)N1CCCCCC1,i,-0.4,-5,6,-4,0,4,-3,-2
O=C(Nc1ccc(Nc2ccccc2)cc1)c1ccc(Cl)cc1,i,0.3,3,1,34,2,105,1,-4
COC(=O)Cn1nc(-c2ccccc2)n(-c2ccccc2)c1=S,i,-0.8,3,-3,-4,2,-3,1,-1
COc1cccc(CNC(=O)CCS(=O)(=O)c2ccc3c(c2)NC(=O)CO3)c1,i,-1.0,1,-2,-2,0,-6,3,-2
CC(C)NC(=O)c1n[nH]c(=O)c2ccccc12,i,-0.1,-12,-2,-15,-15,1,-6,5
O=C(Nc1ccc(-n2cccn2)cc1)C1CCN(Cc2ccccn2)CC1,i,-1.2,-27,0,-3,-4,6,-6,-3
CN1CCN(CCc2cn3ncc(C#N)c3nc2-c2ccc(F)cc2)CC1,i,-0.4,-7,-2,-3,-15,-4,-2,-2
COc1ccccc1CNC(=O)CSc1ccc(-c2ccncc2)nn1,i,0.1,-6,0,-3,0,-1,-4,-4
COc1ccccc1N=c1sc2ccccc2n1C,i,0.0,0,1,5,-2,-1,-1,26
CN1CC(c2ccccc2)C2(SC(=S)N(Cc3ccco3)C2=O)C12C(=O)Nc1ccccc12 (configuration not stated),i,1.1,3,0,31,-2,-5,-37,0
O=C(COC(=O)c1cncc(Br)c1)NCc1ccc(F)cc1,i,0.4,-11,-1,1,-6,-1,0,-4
COc1ccccc1-c1ccc(SCC(=O)NCCc2ccccc2)nn1,i,2.2,6,-1,1,-2,-3,2,1
CC(C)(C)c1ccc(C(=O)N2CCN(c3ncccn3)CC2)cc1,i,0.8,-12,1,-9,-2,0,1,11

# Shown with two lines to a compound: part of the list above
# Every second line gives: Rpn11 inh | MsrA inhibitor | E coli Lon inh | Rin1-Abl PPI inh | FAS TE block | bovine MsrA act | CSN inh | MT1-MMP act inh | PABP1 MLLE inh
O=C(COC(=O)c1cncc(Br)c1)NCc1ccc(F)cc1
    i | 0.4 | -11 | -1 | 1 | -6 | -1 | 0 | -4
CN1CC(c2ccccc2)C2(SC(=S)N(Cc3ccco3)C2=O)C12C(=O)Nc1ccccc12 (configuration not stated)
    i | 1.1 | 3 | 0 | 31 | -2 | -5 | -37 | 0

# Next records follow:
SMILES,Rpn11 inh,MsrA inhibitor,E coli Lon inh,Rin1-Abl PPI inh,FAS TE block,bovine MsrA act,CSN inh,MT1-MMP act inh,PABP1 MLLE inh
CCOC(=O)c1cc(-c2csc(N/N=C/c3ccccc3Cl)n2)on1,i,1.1,-1,-3,3,-2,2,-3,-16
COc1ccc(N2CCN(C(=O)C3Cc4ccccc4CN3C(=O)c3ccccc3)CC2)cc1 (configuration not stated),i,-1.3,-3,0,10,-4,-2,0,-8
CN(C)S(=O)(=O)NCCNC(=O)c1cc(OCC(F)(F)F)ccc1OCC(F)(F)F,i,-0.8,-2,4,-5,-5,2,-1,3
Cc1ccc(Nc2nc(CSc3nnc(-c4ccncc4)n3C)cs2)cc1,i,-0.6,-9,-1,0,-4,1,-9,-4
COc1ccc(C(=O)COC(=O)CCc2ccccc2)cc1,i,0.7,1,-2,8,-9,-2,0,7
COc1ccc(C(=O)O)cc1S(=O)(=O)N1CCN(c2ccccn2)CC1,i,-0.3,-6,0,-6,-10,1,0,-13
Cc1cc(=O)oc2cc(OC(=O)c3ccco3)ccc12,i,0.0,-7,3,6,-1,2,-3,2
CCC(C)NC(=O)C1CCCCN1S(=O)(=O)c1ccc(F)cc1 (configuration not stated),i,0.7,2,-3,-4,-2,1,-6,-3
CCC(=O)Nc1nnc(CSCc2ccccc2)s1,i,0.4,-10,0,-1,0,4,0,8
COc1ccc(-c2csc(NC(=O)CSc3n[nH]c(N)n3)n2)cc1,i,-0.2,4,-3,-32,4,13,4,37*
CC(=O)c1cccc(NC(=O)C2CCCN2S(=O)(=O)c2cccs2)c1 (configuration not stated),i,1.9,-9,-2,-5,-9,-3,0,-8
Cc1ccc(OC(=S)Nc2ccc(F)cc2)cc1,i,-0.3,-7,-1,-3,-6,-3,2,24
COc1cc(CN2CCC(n3nccc3NC(=O)c3ccc4c(c3)OCO4)CC2)ccc1O,i,-0.6,4,-4,-6,-8,1,1,-6
N#Cc1ccsc1NC(=O)CSc1nncs1,i,0.6,28*,0,-14,-1,-15,-17,64
N/C(=N/OC(=O)c1ccccc1Cl)c1nonc1N,i,1.6,3,2,1,-2,0,2,-5
COCc1c(C(=O)N/N=C(/C)c2ccccc2)nnn1-c1nonc1N,i,-0.6,-1,3,-5,-9,3,4,4
COc1ccc(CCNC(=O)/C=C/C(=O)O)cc1OC,i,0.2,-9,-3,-4,-2,-2,1,-4
CCCC(O)(CCC)C(=O)NN(C(=O)CCl)c1cccc(C)c1,i,0.0,13*,2,1,-5,0,-7,2
CN(C)c1ccc(CNC(=O)C2(C)Cc3c(-c4cccc(C(F)(F)F)c4)ccnc3O2)cc1 (configuration not stated),i,-1.1,0,0,19,2,-1,-7,4
COc1cccc(-c2nc(CS(=O)(=O)CC(=O)NCCCc3ccccc3)c(C)o2)c1,i,0.3,8,6,8,-5,-2,-1,-3
CC(C)(C)c1ccc(-c2noc(CCC(=O)NCc3ccco3)n2)cc1,i,-0.3,-11,3,30,-2,-1,1,-12
Cc1cccc(NC(=S)N2CCCCCC2)c1,i,-0.1,-1,-4,-8,-1,2,2,-91
O=C(NC1CCCCC1)C(c1ccc(Cl)cc1)N1CCC2(CC1)OCCO2 (configuration not stated),i,1.2,3,-1,4,-5,0,-7,-5
O=C(CSc1nc2nc3c(cc2c(=O)n1-c1ccccc1)CCCC3)Nc1ccccc1,i,0.2,-5,-2,8,-4,5,-7,-23
COc1cccc(/C=N/NC(=O)c2ccccc2N(Cc2ccccc2)S(=O)(=O)c2ccccc2)c1OC,i,0.8,-1,0,15,-3,-6,6,7
O=C(O)c1ccc([N+](=O)[O-])cc1,i,1.3,-10,0,-5,-3,4,3,0
CCOc1ccc(Cc2n[nH]c(=S)n2Cc2ccccc2)cc1,i,-1.7,1,1,38,-2,-3,-3,-25
O=C(NCc1ccc(F)cc1)c1c2c(nc3ccccc13)CCN(Cc1ccccc1)C2,i,-2.0,5,-3,-1,-5,1,-8,-2
Cc1ccc(C(=O)Nc2ccc3cn[nH]c3c2)cc1S(=O)(=O)N1CCOCC1,i,0.7,-8,-1,3,-5,-2,4,-7
Cn1nnnc1SCC(=O)c1c(N)n(C)c(=O)n(C)c1=O,i,-0.5,-11,0,-10,-1,-2,2,-28
N#Cc1c(-c2ccc(Br)cc2)cc(-c2cccnc2)nc1N,i,1.3,-9,-3,7,-6,0,0,-11
Cc1cc(C)nc(Sc2c(C)n[nH]c2C)n1,i,-0.1,8,1,-9,-5,3,2,2
Cc1ccccc1OCCCN1CCOCC1,i,0.3,-1,2,-4,-2,1,0,0
O=C(CCN1C(=O)c2ccccc2S1(=O)=O)Nc1ccc(F)c([N+](=O)[O-])c1,i,-0.8,-1,-3,7,5,-1,-2,7
COC(=O)C1=C(C(=O)OC)[C@@H]2Nc3ccccc3[C@@]23C[C@@H](C(=O)OC)N(C(=O)CC(C)C)C3=N1,i,1.1,0,0,9,-9,-3,-1,-10
COC(=O)c1ccc(CSc2n[nH]c(=S)s2)o1,i,2.0,-20,-2,-6,2,-4,-4,-44
CCOCCCNC(=S)N1CCCN(c2nc3cc(C)cc(C)c3cc2C#N)CC1,i,-0.2,5,-1,-4,0,0,1,-87
O=c1c2c([nH]c3ccccc13)CCCCC2,i,1.3,1,1,-3,-1,3,-6,-3
COc1ccccc1CNC(=O)CCNC(=O)Cn1ccc2ccccc2c1=O,i,1.4,1,1,-6,0,1,4,6
COc1ccc(Cl)cc1NC(=O)COC(=O)CNC(=O)c1ccc([N+](=O)[O-])c(C)c1,i,-0.1,-3,-3,-1,-5,-13,1,10
Cc1c(O)ccc2cc(S(=O)(=O)c3ccccc3)c(=O)oc12,i,2.5,-7,3,-7,-3,-3,-8,44*
COc1ccccc1-c1sc2ccccc2c1-c1ccc(OCCN2CCOCC2)cc1,i,0.7,-11,-3,19,-4,-2,-2,-14
CCC1CN(C(=O)N2CCC(C(=O)NCc3ccc(OC)cc3OC)CC2)c2ccccc2O1 (configuration not stated),i,0.9,-11,-3,-3,0,7,-1,13
NC(=O)c1oc2ccc(Cl)cc2c1NC(=O)CN1CCOCC1,i,0.6,-3,-2,-5,2,3,5,-4
CNc1cccc(-c2ccccc2C(C)=O)n1,i,0.9,-6,-1,-5,-3,5,-1,-2
COn1c(=O)c(-c2ccc(F)cc2)[n+]([O-])c2ccccc21,i,1.9,2,3,1,-5,3,-6,-8
O=C(CS(=O)(=O)c1ccc2ccccc2c1)Nc1ccccc1Cl,i,-1.0,-2,0,-5,2,-3,6,-3
O=C(CNC(=O)C12CC3CC(CC(C3)C1)C2)N1CCN(S(=O)(=O)c2cccs2)CC1,i,-0.5,-9,0,-4,-5,-7,3,-3
CCOc1ccc(CCNC(=O)COC(=O)COc2ccc(C(C)=O)cc2)cc1OCC,i,-1.0,-14,1,-9,-12,1,5,1
Cc1cc(NC(=O)CSc2nnc(-c3ccoc3C)o2)no1,i,-0.6,-7,-1,-3,-1,1,13,-9
O=C(NCc1ccco1)C1CC(c2c(Cl)cccc2Cl)=NO1 (configuration not stated),i,1.4,-6,0,-7,-3,2,-3,6
CCCCOc1ccc(/C=N/Nc2cc(N3CCOCC3)nc(C)n2)cc1,i,0.0,-3,1,18,-2,1,2,6
Cc1ccnc(NC(=O)c2cccc(S(=O)(=O)Nc3ccc(C)cc3C)c2)c1,i,0.9,5,0,22,-6,3,2,10
COc1cc(C(=O)N2CCCC(c3nc(-c4cccs4)no3)C2)cc(OC)c1OC (configuration not stated),i,1.1,-1,4,-13,-9,0,3,-3
Cc1cccc(CN2C(=O)NC(c3ccccc3)(c3ccccc3)C2=O)c1,i,1.1,-2,1,20,-1,-6,-4,-11
CC1CCN(CC(=O)Nc2ccc3c(c2)OCO3)CC1,i,-0.9,16,-1,-10,-2,-2,-2,1
CCn1c(SCC(=O)Nc2ccc(C)cc2)nc2nc3c(cc2c1=O)CCCC3,i,0.7,-10,-10,14,3,3,0,-52
CCCNc1nc(-c2cc(C(=O)Nc3ccccc3)on2)cc(C(C)C)n1,i,0.0,1,0,15,0,0,0,17
CC1CN(Cc2csc(-c3ccc(Cl)cc3)n2)CC(C)O1 (configuration not stated),i,1.1,15*,3,4,-3,-6,3,-9
CC1=C(C(=O)N2CCN(c3cc(C)ccc3C)CC2)C2(CCCCC2)OC1=O,i,-0.5,-4,0,10,-16,5,-4,4
